Compound activity (PubChem)
FLuc stim CS – affects firefly luciferase, flagging false hits in luciferase stimulation screens; P08659; ATPlite luciferase biochemical, luminescence, 10 min; 0 = ATP-free wells, 1 = DMSO control; activation factor at 10 µM; 200,000 tested, under 10 active; AID 1027;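 active = luciferase activation factor, scaled between plate controls, of at least 2 with compound at 10 µM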
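Material: Luciferase/luciferin reagent mix | Doses: Test compounds dosed from 2 mM stocks in 100% DMSO | Timing: 10 min incubation after luciferase reagent addition, room temperature | Measured by: Luminescence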
PMI activator – phosphomannose isomerase (human) activation; P34949; purified human PMI, coupled resazurin fluorescence, 20 min; stronger effect = higher value; 1 = vehicle control, 0 substrate-free wells; activation factor at 20 µM; 190,000 tested, 0.005% active; AID 1214;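 active = activation factor of 2 or more at 20 µM, relative to plate controls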
Target sequence (P34949 whole entry, looked up): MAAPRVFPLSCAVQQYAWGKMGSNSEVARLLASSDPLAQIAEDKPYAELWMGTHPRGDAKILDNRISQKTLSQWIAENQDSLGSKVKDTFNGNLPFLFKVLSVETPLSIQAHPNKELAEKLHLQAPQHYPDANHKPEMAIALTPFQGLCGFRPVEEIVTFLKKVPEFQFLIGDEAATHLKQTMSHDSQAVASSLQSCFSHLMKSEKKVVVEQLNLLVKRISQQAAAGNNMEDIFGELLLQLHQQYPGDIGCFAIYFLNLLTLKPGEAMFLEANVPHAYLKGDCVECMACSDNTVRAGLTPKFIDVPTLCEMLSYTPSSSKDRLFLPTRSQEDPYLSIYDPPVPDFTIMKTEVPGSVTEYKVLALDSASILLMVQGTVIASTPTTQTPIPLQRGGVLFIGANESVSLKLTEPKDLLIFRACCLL
TNAP inh hi DEA – blocks human TNAP under high phosphate acceptor concentration; inhibition, % at 20 µM; AID 1135; 200,000 tested, 0.03% active; purified TNAP, CDP-star luminescence, 1 M DEA; P05186;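 active = over 50% inhibition of tissue-nonspecific alkaline phosphatase at 20 µM in the single-dose screen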;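 also: plate controls were DMSO wells for no effect and EDTA-quenched wells as full inhibition for full effect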
Target sequence (P05186 whole entry, looked up): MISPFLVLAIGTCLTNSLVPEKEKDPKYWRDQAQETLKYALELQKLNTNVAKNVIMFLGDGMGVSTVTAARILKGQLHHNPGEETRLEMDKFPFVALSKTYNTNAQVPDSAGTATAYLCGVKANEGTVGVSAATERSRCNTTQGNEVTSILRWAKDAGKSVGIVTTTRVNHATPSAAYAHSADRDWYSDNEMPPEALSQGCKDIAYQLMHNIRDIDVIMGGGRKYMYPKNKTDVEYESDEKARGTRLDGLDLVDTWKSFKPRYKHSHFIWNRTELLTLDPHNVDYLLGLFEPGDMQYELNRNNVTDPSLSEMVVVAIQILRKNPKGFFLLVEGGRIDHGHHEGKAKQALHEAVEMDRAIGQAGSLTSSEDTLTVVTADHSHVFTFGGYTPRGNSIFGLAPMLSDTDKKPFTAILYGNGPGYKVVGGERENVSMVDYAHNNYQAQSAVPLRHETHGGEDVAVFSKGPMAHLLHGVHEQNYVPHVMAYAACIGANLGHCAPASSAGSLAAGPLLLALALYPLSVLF
APP 5'UTR act – APP 5'UTR luciferase reporter activation. SH-SY5Y APP 5'UTR luciferase reporter, luminescence; zero percent = DMSO vehicle wells. 190,000 tested, 1% active. activation, % at 2 µM;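 active = activation above a set limit, based on mean plus 3 SD of controls, cut at about 140% in these data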; also: values of inactives mirror those of a sister screen read the other way
NF-kB neuron act – NF-kB expression increase, human neuronal cells; AID 1239; 190,000 tested, 1.6% active; fold change at 12.5 µM; NF-kB reporter expression; stronger effect = higher value; in the data active = fold change above about 3.3
TNAP inh noacc – blocks human TNAP activity with no phosphate acceptor present; P05186; purified TNAP, CDP-star luminescence, 30 min; inhibition, % at 20 µM; 200,000 tested, 0.26% active;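 active = tissue-nonspecific alkaline phosphatase inhibition above about 50% at 20 µM in the single-dose screen, limit read from the data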;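 also: 0% = DMSO negative control and 100% = EDTA positive control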
TNAP act hi DEA – activators of human TNAP at high phosphate acceptor concentration | P05186 | purified TNAP, CDP-star luminescence, 1 M DEA, 30 min; stronger effect = higher value; 0 = EDTA background, 1 = DMSO-only activity | activation factor at 20 µM | 200,000 tested, under 10 active | AID 1136;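 active = activation factor at least 2 at 20 µM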
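Control set: EDTA negative control, DMSO positive control / Assay system: human TNAP / Quantity: TNAP 1/800 final / Evaluation: TNAP activation factor scaled between EDTA and DMSO control wells / Measured by: luminescent substrate turnover signal / Compound dosing: one dose, 20 µM / Times: 30 min enzyme reaction at room temperature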
PMI act satM6P – increases human PMI activity with near-saturating mannose 6-phosphate; activation factor at 20 µM; 190,000 tested, 0.34% active; coupled PMI enzyme assay, resazurin fluorescence, 20 min; stronger effect = higher value; 1 = untreated enzyme, 0 = substrate-free blank;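 active = activation factor of 2 or more at 20 µM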
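Test system – human PMI in coupled enzyme assay · Timing – 20 min incubation at room temperature · Detection – Diaphorase-driven resazurin-to-resorufin fluorescence, excitation 544, emission 590 nm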
FLuc inhib CS – Photinus pyralis luciferase inhibition counter-screen | inhibition, % at 10 µM | 200,000 tested, 1.5% active | AID 1006 | ATPLite firefly luciferase biochemical luminescence, 10 min;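 active = inhibition above about 50% when tested at 10 µM, limit read from the data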
bIAP act – intestinal alkaline phosphatase (bovine) activation; activation factor at 20 µM; 200,000 tested, 0.17% active; purified bovine IAP, CDP-star luminescence, 30 min; stronger effect = higher value; fold of DMSO-control signal, blank-subtracted;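 active = activation factor of 2 or more at 20 µM, a signal rise over negative controls twice the positive control's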
* marks the source's active call; other numbers are inactive results; x = not tested or not shown.

Below each SMILES: FLuc stim CS | PMI activator | TNAP inh hi DEA | APP 5'UTR act | NF-kB neuron act | TNAP inh noacc | TNAP act hi DEA | PMI act satM6P | FLuc inhib CS | bIAP act
> C[C@@H](C(=O)NCc1ccc(S(C)(=O)=O)cc1)[C@@H]1C[C@@]1(C)[C@@H](NC(=O)OCc1ccccc1)c1ccccc1
    1 | 0.9 | 1 | 1 | 0.8 | -15 | 1 | 0.9 | -4 | 0.9
> O=C1Nc2ccccc2/C1=N\N=C\C1=C(N2CCOCC2)C(=C\c2ccccc2)/CC1
    0.9 | 0.9 | 28 | 1 | 0.59 | 48 | 0.7 | 0.8 | 10 | 0.4
> O=c1[nH]c2cc(NCCO)c([N+](=O)[O-])cc2[nH]1
    1 | 1.1 | 24 | -5 | 0.96 | 26 | 0.8 | 1 | 4 | 0.7
> Cc1ccc(O)c(C(=O)c2coc(=N)c(C(=O)NC(C)C)c2)c1
    1 | 1 | -2 | -4 | 0.95 | -4 | 1 | 1.1 | 0 | 0.9
> CCC1CC(/C(C)=N/NC(N)=O)OC1=O (stereo not given)
    1.1 | 1.1 | -1 | 25 | 1.3 | -8 | 1 | 1.1 | -6 | 0.9
> Cc1cc(Br)cc(C)c1NC(=S)NC(=O)CC(C)C
    1.1 | 0.9 | -3 | -11 | 1.3 | -6 | 1 | 0.9 | -6 | 0.8
> CC(C)CNC(=O)CC(c1ccccc1)c1ccccc1
    1.1 | 1 | 2 | 22 | 0.95 | -2 | 1 | 1 | -5 | 0.9
> c1ccc(Cc2nnc(N3CCCCC3)c3ccccc23)cc1
    1 | 1 | 1 | -2 | 1 | -8 | 1 | 1 | 0 | 1.1
> O=c1[nH]c2ccc(S(=O)(=O)N3CCCCC3)cc2o1
    1 | 1 | 2 | 3 | 1.1 | 38 | 1 | 1 | -3 | 0.9
> CCCN(CCC)CCCNc1ccc(C(=O)Nc2cccc(OC)c2)cc1[N+](=O)[O-]
    1 | 1.1 | 12 | 20 | 1 | 12 | 0.9 | 1.1 | -4 | 0.7
> CCc1ccc(N2C(=O)C3C4CCC(C4=C(C)C)C3C2=O)cc1 (stereo not given)
    1 | 1.1 | -5 | -8 | 0.94 | -7 | 1 | 1.1 | -5 | 1.1
> Cc1cccc(C2NC(=O)c3c(sc(C)c3C)N2)c1O (stereo not given)
    0.9 | 0.8 | -1 | 4 | 1 | -3 | 1 | 0.9 | 8 | 1
> CC(=O)Cc1nsc(NC(=O)c2ccc(-c3ccc(Cl)c(Cl)c3)o2)n1
    0.9 | 1.1 | 0 | -10 | 1 | -7 | 1 | 0.9 | 6 | 1
> O=C(NC1CCCCC1)C(=O)c1c(-c2ccccc2)[nH]c2ccccc12
    1 | 1 | -4 | 2 | 0.73 | -11 | 1 | 1 | -5 | 0.9
> CCCN(CCC)CCNC(=O)C1c2ccccc2C(=O)N2CCc3ccccc3C12 (stereo not given)
    1.1 | 1 | -3 | -10 | 1.3 | -16 | 1 | 1 | -9 | 1.3
> Cc1ccc(NC(=S)N/N=C2/CCCc3c(C)cc(C)cc32)cc1
    1.1 | 1.1 | -13 | x | 1 | 2 | 1.1 | 1 | -7 | 0.9
> CN(C)CCNc1cnn(-c2ccccc2)c(=O)c1Cl
    1 | 1 | -6 | -14 | 1.3 | -6 | 1.1 | 1 | -3 | 0.9
> CCOC(=O)c1c(C)[nH]c(N=Nc2ccccc2C)c1C
    1 | 0.8 | 9 | 32 | 1.9 | 18 | 0.9 | 0.9 | -4 | 0.5
> S=C(NC1CCCCC1)N1CCN(c2ncccn2)CC1
    1 | 1 | -6 | 5 | 1 | -8 | 1.1 | 1 | -2 | 1
> CSCCC(=O)N1CCCC(CNC(=O)c2ccccc2Cl)C1 (stereo not given)
    1.1 | x | -2 | 15 | 1.4 | -8 | 1 | x | -5 | 1.2
> COc1ccc(OC)c(NC(=O)CC2SC(=Nc3ccccc3)N(CCc3ccccn3)C2=O)c1 (stereo not given)
    1 | 0.8 | -1 | 0 | 0.65 | -14 | 1 | 0.8 | -4 | 0.7
> O=C(c1ccco1)N1CCN(S(=O)(=O)c2ccc(C3CCCCC3)cc2)CC1
    1.1 | 1 | -2 | 7 | 1 | -12 | 1 | 0.9 | -10 | 0.9
> Cc1ccc(N2C(=O)C(NC(=O)c3ccccc3)(C(F)(F)F)C3=C2CC(C)(C)CC3=O)cc1 (stereo not given)
    1 | 1 | 0 | -11 | 14* | -13 | 1 | 0.9 | -5 | 0.7
> CC(C)(C)c1cc(NC(=O)Nc2ccc(Br)cc2Cl)no1
    1 | 0.8 | 1 | -1 | 1.2 | -1 | 1 | 0.8 | -2 | 1
> CCOc1ccccc1NC(=O)CCCN1C(=S)NC(C)(C)CC1C (stereo not given)
    1.1 | 1 | -2 | 12 | 0.97 | 0 | 1 | 1 | -8 | 0.7
> Cn1c(NCCCO)nc2c(c1=O)C1(CCCCC1)Cc1ccccc1-2
    1 | 0.9 | -5 | 9 | 0.89 | -2 | 1.1 | 0.9 | 0 | 1
> COc1ccc(S(=O)(=O)N2CCCCC2)cc1NC(=O)CSc1nccn1C
    1 | 1 | -4 | 5 | 1.2 | -13 | 1 | 1.1 | -5 | 1.1
> O=C(Cc1ccccc1)N/N=C/c1ccc(OCC(=O)Nc2ccccc2)cc1
    1.1 | 0.9 | -3 | -5 | 0.99 | -22 | 1 | 0.9 | -5 | 0.9
> CCOC(=O)c1[nH]c(C)c(C(=O)NCc2ccc(C)cc2)c1C
    1.1 | 1 | -7 | 3 | 1 | -14 | 1.1 | 1 | -7 | 0.9
> O=C(Nc1cccc(C(=O)O)c1)/C(=C\C=C\c1ccccc1)NC(=O)c1ccccc1
    1 | 1 | -2 | -15 | 1.3 | -2 | 1 | 0.9 | 3 | 0.9

Complete entries, looked up by structure. Order of screens: FLuc stim CS | PMI activator | TNAP inh hi DEA | APP 5'UTR act | NF-kB neuron act | TNAP inh noacc | TNAP act hi DEA | PMI act satM6P | FLuc inhib CS | bIAP act
Entry for `CN(C)CCNc1cnn(-c2ccccc2)c(=O)c1Cl` : 1 | 1 | -6 | -14 | 1.3 | -6 | 1.1 | 1 | -3 | 0.9
Entry for `CSCCC(=O)N1CCCC(CNC(=O)c2ccccc2Cl)C1` (stereo not given) : 1.1 | x | -2 | 15 | 1.4 | -8 | 1 | x | -5 | 1.2
Entry for `C[C@@H](C(=O)NCc1ccc(S(C)(=O)=O)cc1)[C@@H]1C[C@@]1(C)[C@@H](NC(=O)OCc1ccccc1)c1ccccc1` : 1 | 0.9 | 1 | 1 | 0.8 | -15 | 1 | 0.9 | -4 | 0.9
Entry for `O=C(Nc1cccc(C(=O)O)c1)/C(=C\C=C\c1ccccc1)NC(=O)c1ccccc1` : 1 | 1 | -2 | -15 | 1.3 | -2 | 1 | 0.9 | 3 | 0.9
Entry for `CCCN(CCC)CCCNc1ccc(C(=O)Nc2cccc(OC)c2)cc1[N+](=O)[O-]` : 1 | 1.1 | 12 | 20 | 1 | 12 | 0.9 | 1.1 | -4 | 0.7

The main list resumes, starting three compounds before the break.
Below each SMILES: FLuc stim CS | PMI activator | TNAP inh hi DEA | APP 5'UTR act | NF-kB neuron act | TNAP inh noacc | TNAP act hi DEA | PMI act satM6P | FLuc inhib CS | bIAP act
> O=C(Cc1ccccc1)N/N=C/c1ccc(OCC(=O)Nc2ccccc2)cc1
    1.1 | 0.9 | -3 | -5 | 0.99 | -22 | 1 | 0.9 | -5 | 0.9
> CCOC(=O)c1[nH]c(C)c(C(=O)NCc2ccc(C)cc2)c1C
    1.1 | 1 | -7 | 3 | 1 | -14 | 1.1 | 1 | -7 | 0.9
> O=C(Nc1cccc(C(=O)O)c1)/C(=C\C=C\c1ccccc1)NC(=O)c1ccccc1
    1 | 1 | -2 | -15 | 1.3 | -2 | 1 | 0.9 | 3 | 0.9
> CCCn1c(CCc2ccccc2)nnc1SCC(=O)N1CCOCC1
    1.1 | 0.9 | -2 | 1 | 1.2 | -10 | 1 | 0.9 | -5 | 1
> O=C(c1cccs1)N1CCC(c2nc3c(nnn3Cc3ccccc3)c(=O)[nH]2)CC1
    1.1 | 1.1 | -7 | -5 | 1.4 | -9 | 1.1 | 1 | -8 | 1
> COC(=O)c1ccc(COC(=O)C(CCS(C)(=O)=O)N2C(=O)c3ccccc3C2=O)cc1 (stereo not given)
    1 | 0.9 | -1 | 12 | 1.1 | 1 | 1 | 0.9 | -3 | 1.1
> CC(=O)c1cnc(SCC(=O)O)nc1C
    1 | 1.2 | -2 | 13 | 1 | -13 | 1 | 1.1 | -5 | 1.1
> CC1=NN(C(=O)c2csc(C(C)C)c2)C(O)(C(F)(F)F)C1 (stereo not given)
    1 | 1 | -1 | 6 | 0.9 | -23 | 1 | 1 | -4 | 0.9
> Cc1cnc(NC(=O)COc2ccccc2)s1
    0.8 | 0.9 | -5 | 168* | 4.3* | -10 | 1.1 | 0.9 | 21 | 0.9
> COC(=O)c1cn[nH]c1NC(=S)Nc1ccc(Cl)c(Cl)c1
    0.8 | 0.8 | -1 | 222* | 0.91 | -2 | 1 | 0.9 | 25 | 1.2
> Cc1cc(Cl)ccc1NC(=O)Nc1c(C)n(-c2ccccc2)c(=O)n1C
    1 | 1 | -4 | -1 | 1.2 | -11 | 1 | 1.1 | -2 | 1
> CC1(C)CC2CC(C)(CN2C(=O)c2cc(-c3ccccc3O)on2)C1 (stereo not given)
    1 | 1 | 1 | -13 | 1.1 | -7 | 1 | 1 | 1 | 1
> CC(C(=O)Nc1ccccc1C(=O)N1CCCC1)n1nnc2ccccc21 (stereo not given)
    1.1 | 0.9 | -3 | 9 | 1.1 | -21 | 1 | 0.9 | -5 | 0.9
> CCN(CC)c1ccc(NC(=O)C2CC3CCC2C3)cc1 (stereo not given)
    0.9 | 0.9 | -3 | 7 | 1.4 | -11 | 1 | 0.7 | 7 | 0.8
> CC(C)OC(=O)/C(C#N)=C\c1cccnc1
    1.1 | 1 | -4 | 25 | 1.5 | -9 | 1 | 0.9 | -6 | 1
> Cc1ccc(C)c(-n2c(=O)c(C#N)cc3c(=O)n4ccccc4nc32)c1
    1.1 | 1 | -1 | 3 | 1.4 | -10 | 1 | 0.9 | -7 | 1.2
> O=C(NCc1ccccc1F)c1ccc(S(=O)(=O)Nc2cccc(C(F)(F)F)c2)cc1
    1.1 | 0.9 | -4 | 10 | 1.1 | 18 | 1 | 1.1 | -6 | 1.1
> Nc1ccc(O)cc1C(=O)OCC(=O)C12CC3CC(CC(C3)C1)C2
    0.9 | 0.9 | -3 | -1 | 1.2 | -9 | 1 | 0.5 | 6 | 0.9
> Cc1ccc(-c2cc(-c3ccc4c(c3)OCO4)c(C#N)c(N)n2)o1
    1 | 1.1 | 0 | 2 | 0.79 | -3 | 1 | 1.3 | -2 | 1
> N#Cc1nc(-c2ccccc2)oc1NCCN1CCCCC1
    1 | 1 | 1 | 15 | 1.1 | -6 | 1 | 1 | 1 | 1.1
> O=C(NCc1cccnc1)C1c2ccccc2C(=O)N1Cc1ccco1 (stereo not given)
    1.1 | 1 | -3 | -5 | 1.6 | -10 | 1 | 1 | -7 | 0.9
